Screening results deposited in PubChem BioAssay by Center for Chemical Genomics, University of Michigan.
Dicer inh: human Dicer pre-microRNA cleavage inhibition | cat-ELCCA pre-miR-21 Dicer processing, chemiluminescence; hits give high values | z-score at 25 µM | actives 6% (n = 47,000) | AID 1347074; in the data active means z-score above about 3, passing the limit was not always enough;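 further: plate controls were vehicle for no effect and no enzyme for full effect; higher signal means more uncleaved substrate so more Dicer inhibition; strong numbers were not always called active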
Target sequence (Q9UPY3 whole entry, looked up): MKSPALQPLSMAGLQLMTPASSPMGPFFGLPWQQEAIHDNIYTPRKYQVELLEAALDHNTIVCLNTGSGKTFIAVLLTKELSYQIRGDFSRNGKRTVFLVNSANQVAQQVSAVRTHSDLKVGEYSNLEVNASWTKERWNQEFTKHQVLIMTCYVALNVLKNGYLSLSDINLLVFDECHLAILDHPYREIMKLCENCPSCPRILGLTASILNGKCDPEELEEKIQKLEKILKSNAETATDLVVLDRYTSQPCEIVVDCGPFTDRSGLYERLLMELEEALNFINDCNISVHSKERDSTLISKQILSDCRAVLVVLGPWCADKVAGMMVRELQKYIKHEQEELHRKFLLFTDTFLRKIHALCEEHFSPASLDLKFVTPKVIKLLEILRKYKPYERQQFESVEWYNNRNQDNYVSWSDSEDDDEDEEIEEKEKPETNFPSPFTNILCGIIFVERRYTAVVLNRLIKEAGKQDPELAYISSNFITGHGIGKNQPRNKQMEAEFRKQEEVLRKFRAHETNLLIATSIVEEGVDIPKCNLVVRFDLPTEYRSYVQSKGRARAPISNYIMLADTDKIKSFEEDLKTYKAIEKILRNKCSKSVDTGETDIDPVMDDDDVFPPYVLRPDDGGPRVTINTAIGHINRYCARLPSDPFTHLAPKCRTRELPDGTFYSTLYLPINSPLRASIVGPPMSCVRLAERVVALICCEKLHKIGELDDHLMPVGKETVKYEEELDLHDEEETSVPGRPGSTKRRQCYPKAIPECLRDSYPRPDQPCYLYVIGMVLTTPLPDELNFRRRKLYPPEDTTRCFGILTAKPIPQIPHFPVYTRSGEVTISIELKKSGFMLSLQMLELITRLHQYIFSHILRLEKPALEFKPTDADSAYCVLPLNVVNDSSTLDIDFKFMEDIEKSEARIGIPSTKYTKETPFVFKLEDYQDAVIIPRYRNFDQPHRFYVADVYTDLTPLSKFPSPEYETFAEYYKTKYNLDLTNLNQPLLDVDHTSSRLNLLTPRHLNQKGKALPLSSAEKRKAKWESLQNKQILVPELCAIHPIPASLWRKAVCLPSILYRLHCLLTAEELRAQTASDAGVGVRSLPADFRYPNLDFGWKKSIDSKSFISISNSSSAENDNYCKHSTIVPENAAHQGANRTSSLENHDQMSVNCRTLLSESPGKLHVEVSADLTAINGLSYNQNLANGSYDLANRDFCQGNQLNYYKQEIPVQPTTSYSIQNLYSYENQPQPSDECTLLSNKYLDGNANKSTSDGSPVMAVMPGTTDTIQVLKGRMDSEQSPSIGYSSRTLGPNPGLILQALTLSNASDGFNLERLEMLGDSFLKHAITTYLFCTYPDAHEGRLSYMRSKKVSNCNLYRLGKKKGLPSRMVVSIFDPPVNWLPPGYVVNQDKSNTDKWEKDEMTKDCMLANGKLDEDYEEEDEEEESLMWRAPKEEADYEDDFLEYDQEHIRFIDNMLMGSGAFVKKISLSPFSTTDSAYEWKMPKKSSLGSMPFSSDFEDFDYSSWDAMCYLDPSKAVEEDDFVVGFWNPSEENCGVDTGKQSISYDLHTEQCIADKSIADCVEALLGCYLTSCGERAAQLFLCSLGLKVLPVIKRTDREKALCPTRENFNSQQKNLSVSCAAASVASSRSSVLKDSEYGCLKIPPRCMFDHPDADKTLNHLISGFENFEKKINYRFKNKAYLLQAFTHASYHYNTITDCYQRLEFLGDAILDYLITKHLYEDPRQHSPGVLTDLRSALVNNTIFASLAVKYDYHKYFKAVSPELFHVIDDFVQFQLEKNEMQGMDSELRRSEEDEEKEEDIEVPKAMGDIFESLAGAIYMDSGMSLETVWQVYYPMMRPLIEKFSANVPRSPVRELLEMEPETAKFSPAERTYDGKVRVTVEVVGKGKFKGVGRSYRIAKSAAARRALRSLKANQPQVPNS
The depositor's hits bear a star; & = joins results of further samples. The list is partial. The share of hits here may be higher or lower than overall.

SMILES	Dicer inh
CCOc1ccc(/C(O)=C2\C(=O)C(=O)N(c3nccs3)C2c2ccc(OC)cc2)cc1 (configuration not stated)	-1.2
Cc1cccc(C)c1NC(=S)N1CCCC1=O	-2.3
COc1ccc2c(c1)CCc1sc(NC(C)=O)nc1-2	3.5*
COc1ccc(SCc2nsc(Sc3ccc(OC)cc3)n2)cc1	-1.1
CC(C)(C)c1cc(CN2C(=O)c3ccccc3C2=O)cc(C(C)(C)C)c1O	-0.91
CCCCN1C(=O)N(c2nnc(C(C)(C)C)s2)C(=O)C1c1ccc(Cl)c(C)c1 (configuration not stated)	-0.17
COc1ccc(C(=O)Cn2cnc3c(C#N)c4n(c3c2=O)CCCCC4)cc1	0.4
CCc1nc2c(=O)n(C)c3c(c(=O)n(-c4ccccc4)c(=O)n3-c3ccccc3)c2o1	-0.13
COc1ccc(CCNS(=O)(=O)c2ccc(C)cc2)cc1OC	0.53
Cc1ccc(-c2noc(-c3cncc(C#Cc4ccccc4)c3)n2)cc1	-0.17
Cc1ccc(C)c(NC(=O)C2Sc3nnc(C)n3NC2c2ccccc2)c1 (configuration not stated)	-0.62
O=C(Nc1csc2ccccc12)NC1Cc2ccccc2C1	1.6
Cc1nn(-c2ccccc2)nc1C(=O)NC(=O)N1CC(C)OC(C)C1 (configuration not stated)	-0.54
c1ccc(C(c2ccccc2)N2CCN(c3ncnc4c3cnn4-c3ccccc3)CC2)cc1	2.3
CCOc1ccc(/C(O)=C2/C(=O)C(=O)N(CCCOC)C23C(=O)N(C)c2ccccc23)cc1 (configuration not stated)	2.5
Cc1cc(=O)[nH]c(SCC(=O)N(c2ccccc2)c2ccccc2)n1	1.3
CCOc1ccc(Nc2ncnc3c2cnn3-c2ccccc2)cc1	0
CCSc1cc(C(F)(F)F)c(C(=O)Nc2ccc(Cl)cc2)cn1	-0.35
CCCOC(=O)CSc1n[nH]c(=O)[nH]c1=O	-0.34
c1csc(-c2noc(CSc3nc4ccccc4[nH]3)n2)c1	0.78

Retrieved one by one from the entries so far (two):
SMILES	Dicer inh
c1ccc(C(c2ccccc2)N2CCN(c3ncnc4c3cnn4-c3ccccc3)CC2)cc1	2.3
Cc1nn(-c2ccccc2)nc1C(=O)NC(=O)N1CC(C)OC(C)C1 (configuration not stated)	-0.54

Continued:
SMILES	Dicer inh
COC(=O)c1sc(N2C(=O)c3oc4cc(C)c(C)cc4c(=O)c3C2c2ccccc2F)nc1C (configuration not stated)	1.5
Cc1cn[nH]c1	5.7&-0.39
O=C(Oc1ccc2c(c1)oc(=O)c1ccccc12)c1ccccc1Cl	8
COC(=O)c1cccc2c1N[C@@H](c1cc3c(cc1Br)OCO3)[C@H]1CC=C[C@@H]21	0.94
Cc1c(/C=N/Nc2ccccn2)sc2ccccc12	3
C=CCn1c2ccccc2c2nnc(SCCN3CCOCC3)nc21	2.5
CN(C)S(=O)(=O)N(CC(=O)N1CCN(c2cccc(Cl)c2)CC1)c1ccccc1	-1.6
CCOC(=O)CCCCCN1C(=O)S/C(=C/c2ccc(OC)cc2)C1=S	0.37
COC(=O)c1sc(C(F)(F)F)c(-c2ccccc2)c1S(=O)(=O)Nc1ccccc1C	-0.05
C#CC(C)(C)NC(=O)NCCCCCCNC(=O)NC(C)(C)C#C	1
CS(=O)(=O)c1cc2cc(Cl)ccc2oc1=O	0.01
Cc1ccc(-c2cnc(NCc3ccccc3Cl)n2C)cc1	2.2
Cc1n[nH]c(C)c1Sc1ccc(C(F)(F)F)cn1	-0.76
CN(C)C=Nc1ccccc1Sc1nc2c(Cl)cc(Cl)cc2s1	-4.1
O=C(ON=C1CCCCCCCCCCC1)c1cccs1	-0.67
CCOC(=O)C(CC)Sc1n[nH]c(=O)[nH]c1=O (configuration not stated)	-0.7
CCOc1cc(C2/C(=C(/O)c3ccc(C)cc3)C(=O)C(=O)N2CC(C)C)ccc1O (configuration not stated)	-1.1
CSc1ccccc1CNC(=O)NC12CC3CC(CC(C3)C1)C2	2.4
N#Cc1c(N)oc(-c2ccccc2)c1-c1ccccc1	-0.83
Nc1nonc1C(=O)NCCNCc1ccc(F)cc1	2.5
N#CCCNC(Cc1ccccc1)C(=O)O (configuration not stated)	-0.25
CC(C)(C)OC(=O)Cn1ccc(=O)[nH]c1=O	2.5
c1ccc(-n2ncc3c(N4CCOCC4)ncnc32)cc1	-1.6
CC(C)COC(=O)CSc1nc(N2CCOCC2)c2c(c1C#N)CC(C)(C)OC2	1.7
CC(C)=CC(=O)NNC(=O)CSc1nc2cccnc2s1	-2
COc1ccc(-c2coc3cc4oc(=O)c5ccccc5c4cc23)cc1F	2.5
O=S(=O)(Nc1cccc(CO)c1)c1cccs1	-0.63
COc1cc(OC)cc(C(=O)Nc2c[nH]c(=O)[nH]c2=O)c1	0.58
NCCc1cnc[nH]1	-0.24
N#C/C(=C\c1ccc(Cl)cc1)C(=O)C1CC1	-1.9
Cc1ccc(NS(=O)(=O)c2ccc(S(N)(=O)=O)cc2)cc1	-1.7
COC(=O)CC1(C(=O)OC)Oc2ccc(Br)cc2C(=O)N1c1ccc(F)c(Cl)c1 (configuration not stated)	44
Cc1cc(Nc2nnc(-c3cccnc3Oc3ccccc3)s2)ccc1Br	0.06
C[C@]12C[C@H](O)[C@H]3[C@@H](CCC4=CC(=O)CC[C@@]43C)[C@@H]1CC[C@@H]2C(=O)CO	-0.28
CC12CCC3(C=C1CCC1C2C(=O)CC2(C)C1CCC21OCCO1)OCCO3 (configuration not stated)	-0.94
CN(C)CCCN1CC(C(=O)O)CC1=O (configuration not stated)	-2.1
O=c1c2c(nc(NCCCO)n1-c1ccccc1)-c1ccccc1CC21CCCCC1	4.3*
CC(=O)Nc1cccc(OCCCNS(=O)(=O)c2cn(C)c(C)n2)c1	-0.7
Cc1cc(C(F)(F)F)cc(NNC(=O)NC(=O)c2c(F)cccc2F)n1	6.9
CSc1ccc(C2C(C(=O)OC3CCCCC3)=C(C)NC3=C2C(=O)CCC3)cc1 (configuration not stated)	-1.9
CCOC(=O)/C(=N\O)C1=CSC2=NNC(C)(C)N12	-1.6
CCCS(=O)(=O)C/C(N)=N/OC(=O)c1ccccc1Cl	-1.1
COc1ccccc1OCCn1cc(C(=O)c2cccs2)c2ccccc21	0.26
O=S(=O)(NCC1OCCc2ccccc21)c1ccccc1 (configuration not stated)	-0.66
O=C(C1Sc2nnc(-c3ccccc3)n2NC1c1ccc(Cl)cc1)N1CCOCC1 (configuration not stated)	1.4
c1cc(-c2nc3ccccc3o2)nc(-c2nc3ccccc3o2)c1	0.28
CC1(C)Cc2nc3sc4c(NCC5CCCO5)ncnc4c3cc2CO1 (configuration not stated)	5.7*
O=P(O)(O)C(O)(Cn1ccnc1)P(=O)(O)O	1.3&-0.34
O=C1/C(=C/c2ccccc2)CCCC1CN1CCOCC1 (configuration not stated)	-0.96
CC(C)c1ccc(C2C(C#N)=C(N)Oc3cc(O)ccc32)cc1 (configuration not stated)	4.9*
c1cc(-c2nc3cc(Oc4ccc5oc(-c6ccncc6)nc5c4)ccc3o2)ccn1	-0.97
Nc1ccccc1SC(C[N+](=O)[O-])c1ccccc1 (configuration not stated)	9.4
COC(=O)C1=C(C)NC2=C(C(=O)c3ccccc32)C1c1ccc(-c2ccc(Cl)cc2)o1 (configuration not stated)	3.6*
COc1cccc(C2CC(c3cccc(OC)c3)n3nc(N)nc3N2)c1 (configuration not stated)	-1.8
COc1nc(Nc2ccc(C)c(Cl)c2)nc(OC)n1	-0.86
COc1ccc(Oc2ccc([N+](=O)[O-])cc2-c2nc(CS(=O)(=O)C(C)(C)C)no2)cc1	-0.59
CCOC(=O)c1nn(-c2ccccc2)c2nc(Nc3ccccc3)cc(=O)n12	-1.8
FC(F)(F)COc1ccc(-c2nnc(SCc3ccccc3C(F)(F)F)o2)cn1	-2.1
CCOC(=O)Cn1nc(C)c([N+](=O)[O-])c1C	-0.72
Fc1ccc(-n2ncc(-c3nnnn3-c3ccccc3)c2-c2cccc(Cl)c2)cc1	0.87

Other entries:
SMILES	Dicer inh
COc1ccccc1-c1c(C)nn2c(C)cc(C)nc12	1.9
O=C(c1ccc(Cl)cc1)N1CCC(n2nnc3ccccc32)CC1	-1.1
COc1ccc(S(=O)(=O)N2CCN(Cc3c[nH]c4ccccc34)CC2)cc1	1.5
CCCCCCCc1cnc(-c2ccc(C#N)cc2)nc1	-0.5
O=C(COc1ccc2c(=O)c(Oc3ccccc3Cl)coc2c1)NC1CCCCC1	0.26
CC1OCN(c2ccc(OC(F)(F)F)cc2)Cn2c1nc1ccc(Cl)cc12 (configuration not stated)	1.3
CC1C=CCC2C(=O)N(c3ccc(C(=O)O)cc3)C(=O)C12 (configuration not stated)	-1.1
CC[C@H]1OC(=O)[C@H](C)[C@@H](O[C@H]2C[C@@](C)(OC)[C@@H](O)[C@H](C)O2)[C@H](C)[C@@H](O[C@@H]2O[C@H](C)C[C@H](N(C)C)[C@H]2O)[C@](C)(O)C[C@@H](C)C(=O)[C@H](C)[C@@H](O)[C@]1(C)O	0.37
Nc1ccccc1SC1CC(=O)N(c2ccc(Oc3ccccc3)cc2)C1=O (configuration not stated)	2.7
COC(=O)CS(=O)(=O)c1nccn1C	-1.6
N#CC1=C(Cl)c2cc(Cl)ccc2SC1	-0.31
N#Cc1c(N2CCOCC2)nsc1-c1ccccc1	0.99
CCCCc1c(C)nc2cc(-c3ccco3)[nH]n2c1=O	0.65
CN(C)C(=O)COc1ccc2ccccc2c1	-0.66
COc1ccc(C(=O)/C=C/Sc2ncc(C(F)(F)F)cc2Cl)cc1	0.32
Cc1ccc(CNC(=O)/C=C/C(=O)O)cc1	0.19
FC(F)(F)c1cc(-c2ccc3c(c2)CCC3)nc2cc(-c3ccc(Cl)cc3)nn12	-0.28
Cc1nn2c(=O)/c(=C/c3ccccc3)sc2nc1=O	-2.1
COC(=O)c1scc(C)c1NS(=O)(=O)c1ccc2c(c1)CCO2	0.25
CCOC(=O)NC(=S)Nc1ccc(F)cc1F	2

Of the compounds above, these have a tert-butyl group.
SMILES	Dicer inh
CC(C)(C)c1cc(CN2C(=O)c3ccccc3C2=O)cc(C(C)(C)C)c1O	-0.91
CCCCN1C(=O)N(c2nnc(C(C)(C)C)s2)C(=O)C1c1ccc(Cl)c(C)c1 (configuration not stated)	-0.17
CC(C)(C)OC(=O)Cn1ccc(=O)[nH]c1=O	2.5
COc1ccc(Oc2ccc([N+](=O)[O-])cc2-c2nc(CS(=O)(=O)C(C)(C)C)no2)cc1	-0.59

Later entries.
SMILES	Dicer inh
COc1ccc(-c2noc(COc3ccccc3)n2)cc1OC	0.69
CCc1ccc2oc(-c3cc(N)cc(C)c3O)nc2c1	1.3
Cc1cc(Nc2ccccc2C(=O)O)n(-c2c(Cl)cccc2Cl)n1	-1.5
CCOC(=O)/C(C#N)=C/Nc1[nH]ncc1C(=O)OCC	-3.3
COC(=O)c1cccc(CO/N=C(\C)c2ccc(Cl)c(Cl)c2)c1	-0.87
CCCCc1c(O)cc(-c2ccccc2)n(Cc2ccccc2)c1=O	0.68
O=C(c1cnn2c(C(F)(F)F)cc(-c3ccco3)nc12)N1CCCCC1	-1.4
O=[N+]([O-])C1=Cc2ccccc2OC1c1ccc(C2Oc3ccccc3C=C2[N+](=O)[O-])cc1 (configuration not stated)	1.2
CNC(=S)Nc1cccc(C(=O)OC)c1	-1.2
COc1cc(C(F)(F)F)nc2ccc(Br)cc12	-5.1
CCOC(=O)c1c(C)oc2cc(Br)c(O)c(CN(C)C)c12	1.4
O=C(O)c1ccc(-c2nnc(-c3ccccc3)o2)cc1	-1.4
Cc1nccc(-c2cccc(N/N=C(\C#N)S(=O)(=O)c3ccccn3)c2)n1	-0.17
O=C(CN1C(=O)c2cccc3cccc1c23)N1CCN(c2ccc(F)cc2)CC1	-0.9
Cc1ccc(O)c([C@H](CCN(C(C)C)C(C)C)c2ccccc2)c1	-0.32
Cc1ccc(CN2C(=O)CSC2c2ccc(F)cc2)cc1 (configuration not stated)	-0.32
C[C@H](CCC(=O)O)C1CC[C@H]2C3C(=O)CC4CC(=O)CCC4(C)[C@H]3CC(=O)C12C (some centres not stated)	-0.02
O=C(CSc1c(F)c(F)c(C(=O)O)c(F)c1F)Nc1cccc(C(F)(F)F)c1	-1.2
Cc1nc(Nc2ccc(Cl)cc2Cl)c(C#N)c(N(C)C)n1	-0.22
CCCCn1c(=O)c(C(C)=O)c(O)c2ccccc21	-0.68
Cn1c(=O)c2c(ncn2CC(=O)Nc2nncs2)n(C)c1=O	8.2
CCc1n(CC)c2ccccc2[n+]1CC(O)COc1ccccc1OC (configuration not stated)	0.58
Cc1ccc2oc(C(=O)OCC(C)(C)CN(C)C)cc2c1	0.15
O=c1oc2cccnc2n1Cc1ccccc1F	-0.63
CCc1ccc(-c2csc(Nc3ccc(S(N)(=O)=O)cc3)n2)cc1	7.5
O=C(c1cn(CC(=O)N2CCc3ccccc32)c2ccccc12)C1CCCCC1	-0.33
COCCCNC1=C(C#N)C(=O)NC(c2cccc([N+](=O)[O-])c2)S1 (configuration not stated)	1.5
Cc1ccsc1CNC(=O)Nc1ccc(OCc2ccccc2)cc1	2.7
COc1cc(C2C(C(=O)c3cc4ccccc4o3)=C(O)C(=O)N2CCN(C)C)ccc1O (configuration not stated)	0.11
CCN(C(=O)c1c(C(F)(F)F)ccnc1OC)c1c(C)cccc1C	-0.28
O=C(O)c1ccc(Oc2cc(Cl)cc(Cl)c2)o1	-0.21
CCOC(=O)C(C#N)=C1C2CC3CC(C2)CC1C3	-0.29
O=C(Oc1ccc2ccccc2c1C1SCCS1)c1cccs1	0.43
CCOC(=O)NC(C)C1CC2CCC1C2 (configuration not stated)	1.6

Part of the list above, field by field:
O=C(O)c1ccc(Oc2cc(Cl)cc(Cl)c2)o1
  Dicer inh: -0.21

CCOC(=O)C(C#N)=C1C2CC3CC(C2)CC1C3
  Dicer inh: -0.29

O=C(Oc1ccc2ccccc2c1C1SCCS1)c1cccs1
  Dicer inh: 0.43

CCOC(=O)NC(C)C1CC2CCC1C2 (configuration not stated)
  Dicer inh: 1.6
